Screens deposited in PubChem by Broad Institute.
INS-1E GSIS act – primary screen for activators of insulin secretion dependent on glucose, INS-1E cells, GLuc reporter luminescence | activation, % at 16.6 µM | INS-1E GLuc reporter insulin secretion, 2-3 h | 370,000 compounds, 0.61% hits | AID 743287;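 active = lowest replicate activation of at least 40%, so every replicate reaches that level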;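 note: 0% = median of neutral control wells and 100% = median of IBMX positive control wells; some compounds called inactive have numbers as strong as hits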
ERAP1 inh – blocks human ERAP1 aminopeptidase activity; AID 652197; inhibition, % at 10.7 µM; 340,000 compounds, 0.15% hits; recombinant ERAP1, Leu-AMC fluorescence, 60 min; Q9NZ08;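 active = mean replicate inhibition of at least 30%, or all replicates individually reaching that 30% level; inactive = mean below 30% and not every replicate reaching it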;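 note: 0% = neutral control wells and 100% = L-leucinethiol positive control wells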
F508del corr – correctors of CFTR F508del function in bronchial epithelial cells | CFBE cells, YFP halide quenching; stimulated with forskolin plus potentiator P3; % fluorescence drop versus neutral controls | activity (quench increase), % at 7.58 µM | 350,000 compounds, 0.36% hits;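 active = mean added fluorescence quench of at least 8% versus neutral control, with both replicates also reaching 8%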;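 note: cells transiently co-express mutant CFTR-F508del with the halide-sensitive YFP; corrector assay measuring rescue of mutant channel to the surface after 24 h compound exposure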
XiGFP reactiv – reactivates the inactive X chromosome in mouse fibroblasts | activation, % at 7.58 µM | 360,000 compounds, 0.055% hits | AID 743238 | XiGFP mouse fibroblasts, % GFP-positive cells imaging, 3 d; cells co-treated with 5-aza-dC sensitizer; scaled so ellipticine positive control = 100%;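 active = mean normalized replicate activation at least 10% and every replicate at or above 10%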;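 note: 0% = median of on-plate neutral control wells and 100% = ellipticine 6 µM median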
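System: XiGFP fibroblasts, SV40-immortalized. Medium: DMEM plus 5-aza-dC sensitizer. Doses: single point. Timing: 3 d treatment, 15 min room-temperature fixation. Control set: ellipticine 6 µM.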
esBAF inh – SWI/SNF esBAF complex inhibition; mouse ES cells, Bmi1-luciferase knock-in reporter, 24 h; 100% = twice the neutral-well signal; reporter increase, % at 12.5 µM; 350,000 compounds, 2% hits; in the data active = activation above about 40%;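 note: 0% = median of the plate's neutral control wells and 100% = double that signal; a rise in the Bmi1 reporter signal indicates esBAF inhibition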
RAD54 inh – inhibitors of human RAD54 branch migration. 360,000 compounds, 0.14% hits. Q92698. inhibition, % at 10.4 µM. RAD54 Holliday junction branch migration, FAM/BHQ fluorescence;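 active = mean normalized replicate activity at least 40 and at least half of replicates scoring 40 or more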;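 note: 0% = median of neutral control wells and 100% = median of positive control wells; inhibitors cause a drop in the FAM fluorescence signal; in these data hits start at about 50%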
Target sequence (Q92698 whole entry, looked up): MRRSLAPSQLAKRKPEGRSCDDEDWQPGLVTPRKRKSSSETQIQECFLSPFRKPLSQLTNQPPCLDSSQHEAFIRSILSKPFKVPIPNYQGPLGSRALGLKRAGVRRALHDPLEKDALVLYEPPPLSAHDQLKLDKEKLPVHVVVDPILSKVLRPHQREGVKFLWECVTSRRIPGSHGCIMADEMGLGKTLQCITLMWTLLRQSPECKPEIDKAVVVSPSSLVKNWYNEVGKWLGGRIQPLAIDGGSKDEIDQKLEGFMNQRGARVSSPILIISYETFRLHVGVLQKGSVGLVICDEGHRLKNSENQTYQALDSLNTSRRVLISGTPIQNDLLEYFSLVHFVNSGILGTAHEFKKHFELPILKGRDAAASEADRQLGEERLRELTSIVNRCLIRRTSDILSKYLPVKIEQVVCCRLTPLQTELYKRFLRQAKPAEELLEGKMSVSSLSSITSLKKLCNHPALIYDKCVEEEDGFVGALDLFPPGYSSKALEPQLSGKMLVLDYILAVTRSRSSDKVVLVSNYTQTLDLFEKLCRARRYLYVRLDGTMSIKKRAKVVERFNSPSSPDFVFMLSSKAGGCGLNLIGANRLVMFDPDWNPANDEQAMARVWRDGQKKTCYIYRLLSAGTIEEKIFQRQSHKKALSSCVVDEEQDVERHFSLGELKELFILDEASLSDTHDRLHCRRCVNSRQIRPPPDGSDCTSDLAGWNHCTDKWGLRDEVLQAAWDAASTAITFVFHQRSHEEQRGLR
RAD52 anneal inh – blocks human RAD52 DNA annealing. inhibition, % at 18.7 µM. AID 651710. P43351. recombinant RAD52 DNA annealing, FRET fluorescence. 360,000 compounds, 0.46% hits;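 active = every replicate showing at least 50% inhibition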
ARNT-TACC3 inh – disruptors of human ARNT/TACC3 interaction; Q9Y6A5; AlphaScreen His-ARNT PAS-B/GST-TACC3 binding, luminescence; TACC3 fragment carries E629A point mutation; inhibition, % at 9.99 µM; 390,000 compounds, 0.66% hits; AID 623870;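 active = mean inhibition of replicates at least 50% and at least half of replicates each reaching 50%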;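 note: 0% = complete ARNT plus TACC3 wells and 100% = ARNT alone without TACC3; many hits fall short of the cut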
* marks the source's active call; other numbers are inactive results; . = not tested or not shown.

| smiles | INS-1E GSIS act | ERAP1 inh | F508del corr | XiGFP reactiv | esBAF inh | RAD54 inh | RAD52 anneal inh | ARNT-TACC3 inh |
| --- | --- | --- | --- | --- | --- | --- | --- | --- |
| C=CCOc1c2ccc(C(=O)NCc3ccc(OC)cc3)cc2nn1C | 7 | 1 | 1.9 | 0.1 | 5 | 6 | -15 | . |
| COC(=O)C1CSC(C)(C)C(=O)N1 (stereo not given) | 3 | -4 | -4.9 | 0.5 | -3 | 4 | -18 | -6 |
| COc1ccc(C(=O)CC(=O)C(=O)Nc2cc(OC)ccc2OC)cc1 | -10 | -3 | 1.8 | 0.0 | . | . | -17 | . |
| O=C(COC(=O)C1COc2ccccc2O1)Nc1ccc(Cl)cc1 (stereo not given) | 24 | -6 | -4.0 | 0.1 | 0 | 10 | -3 | -1 |
| COc1cc(S(=O)(=O)N2CCCC3(CCCCC3)C2)ccc1-n1cnnn1 | -7 | 0 | 1.1 | . | . | . | -14 | -13 |
| CC(OC(=O)c1c[nH]c2ccccc12)C(=O)N1CCCC1 (stereo not given) | . | 2 | -1.1 | -1.1 | 7 | -13 | -8 | 1 |
| COc1ccc(-c2csc(NC(=O)CN3C(=O)CCC3=O)n2)cc1OC | . | -1 | . | -0.1 | . | . | 2 | -1 |
| O=c1c2ccccc2nc(/C=C/c2c[nH]c3ccccc23)n1CCO | -21 | -3 | 1.0 | 0.0 | . | . | -32 | . |
| C[C@H](CO)N1C[C@H](C)[C@H](CN(C)C(=O)NC2CCCCC2)OCc2cn(nn2)CCCC1=O | 6 | -1 | -0.8 | -0.1 | -7 | -20 | -2 | -4 |
| Cn1c(=O)c2cc(NC(=S)NC3CC3)ccc2n1Cc1ccccc1 | . | -1 | 1.7 | -0.2 | -5 | -9 | -10 | . |
| COc1ccc(C(C(=O)NCCC(C)C)N(CCCO)C(=O)c2snc(C(N)=O)c2N)cc1OC (stereo not given) | 6 | -1 | -0.7 | 0.1 | -1 | -3 | -1 | -3 |
| COc1ccc(S(=O)(=O)Nc2ccc3c(c2)C(=O)N([C@H](C)CO)C[C@H](C)[C@@H](CN(C)Cc2ccc(C(=O)O)cc2)O3)cc1 | -4 | -1 | -0.9 | 0.1 | -2 | -13 | -7 | -15 |
| Cc1noc(C)c1NC(=O)Nc1ccc2c(c1)CC(=O)N([C@H](C)CO)C[C@@H](C)[C@@H](CN(C)Cc1ccc(Oc3ccccc3)cc1)O2 | -29 | . | -1.0 | 0.0 | -1 | -5 | . | 5 |
| O=C1C(=NO)CCCc2ccccc21 | 5 | -2 | 1.7 | 0.2 | 14 | -4 | -3 | -2 |
| Cc1nc(Nc2ccccc2)sc1C(=O)Nc1ccccc1 | -24 | 6 | -0.1 | -0.1 | . | . | -1 | 1 |
| O=C(C[C@H]1CC[C@H]2[C@@H](COC[C@@H](O)CN2CC2CCCC2)O1)NCc1ccc(Cl)cc1 | -37 | 2 | 4.8 | 0.0 | . | . | -9 | . |
| O=C(Cc1cccnc1)N1CC(=O)N2[C@H](C1)[C@H](c1ccc(C3=CCCCC3)cc1)[C@@H]2CO | -4 | 1 | -2.2 | 0.0 | . | . | -3 | . |
| CC(=O)c1ccc(OCC(=O)OCC(=O)NCc2ccco2)cc1 | -9 | 1 | -5.3 | 0.0 | -7 | 2 | -14 | -6 |
| CCCOc1ccc(/C=N/NC(=O)CN2CCCCC2)cc1OCC | 4 | 3 | -3.0 | 0.0 | -3 | 7 | -12 | 11 |
| C[C@@H]1CN([C@@H](C)CO)C(=O)Cc2cc(NC(=O)Cc3ccccc3)ccc2O[C@@H]1CN(C)C(=O)Nc1ccc(C(F)(F)F)cc1 | -42 | -2 | -1.8 | 0.1 | 4 | 3 | 12 | 2 |
| O=C(NNC(=O)c1ccco1)c1ccc(NS(=O)(=O)c2cccs2)cc1 | 58 | -2 | -1.0 | 0.0 | -1 | . | -20 | -2 |
| Cc1ccc(C(=O)OCC(=O)NC2CCCC(C)C2C)cc1S(=O)(=O)N1CCCCC1 (stereo not given) | -42 | 3 | -2.3 | 0.0 | 7 | 3 | -7 | -9 |
| CC(=O)NCCc1ccc(S(=O)(=O)Nc2ccc(C)c(S(=O)(=O)N3CCOCC3)c2)cc1 | 9 | -2 | 0.7 | 0.1 | -9 | 0 | -19 | . |
| S=C(NCc1ccc2c(c1)OCO2)Nc1ccc(-c2nc3ccccc3[nH]2)cc1 | -6 | -7 | . | 0.0 | . | . | -49 | -1 |
| Cc1ccc(CSC2=NCCN2C(=O)c2ccc([N+](=O)[O-])cc2)cc1 | -7 | 2 | -2.4 | 0.0 | . | . | -11 | -16 |
| COc1ccc(/C=C/C(=O)NC2CC3CCC2C3)cc1 (stereo not given) | -8 | 3 | -2.2 | 0.0 | 18 | 7 | -6 | 0 |
| COc1ccc([Si](C)(C)[C@@H]2[C@@H](CCO)O[C@]3(C(=O)N(Cc4ccc(NC(C)=O)cc4)c4ccccc43)[C@H]2C)cc1 | . | 2 | -4.9 | . | . | 4 | -1 | -7 |
| O=C(CSc1nnc(-c2ccc(O)cc2)o1)Nc1ccc2c(c1)OCCO2 | 10 | . | . | . | -10 | 5 | . | -6 |
| CCc1nnc(NC(=O)/C=C/c2cccs2)s1 | 9 | -6 | 0.1 | 0.1 | 58* | -10 | -9 | 0 |
| Cc1cc(OCC(=O)OCC(=O)N2c3ccccc3NC(=O)C2(C)C)ccc1Cl | -4 | 0 | -0.2 | 0.1 | 1 | -5 | -24 | 2 |
| Nc1ccc(C(=O)OCC(=O)Nc2cccc(S(=O)(=O)NC3=NCCCCC3)c2)cc1[N+](=O)[O-] | -2 | 0 | -1.7 | -0.1 | 1 | 14 | -7 | 1 |
| C[C@@H](O)C#Cc1ccc([C@H]2[C@@H](CO)N3CCCCN(C(=O)c4ccncc4)C[C@@H]23)cc1 | 7 | 7 | 1.0 | 0.2 | 0 | 3 | 9 | -2 |
| O=c1[nH]c2ccccc2nc1-c1ccc(Cl)cc1 | 6 | -1 | -1.4 | -0.2 | . | -8 | -18 | 7 |
| NNC(=O)C(=O)/C=C1\NC2(CCCC2)Cc2ccccc21 | -17 | . | -0.7 | 0.6 | . | -12 | -24 | . |
| CN(C(=O)CN1CCN(c2ccc([N+](=O)[O-])cn2)CC1)c1ccccc1 | -5 | 4 | . | . | -6 | 7 | -14 | -5 |
| CCOc1ccccc1CN1CCNC(=O)C1CC(=O)NCCCn1cccn1 (stereo not given) | 17 | -3 | -2.0 | 0.0 | 1 | 1 | -13 | -5 |
| N#Cc1c(N2CCN(c3ccc([N+](=O)[O-])cc3)CC2)[n+](=O)c2ccc(Cl)cc2n1[O-] | -34 | 3 | 2.5 | 0.0 | . | . | -23 | -14 |
| C[C@]12c3[nH]c4cc(-c5ccco5)ccc4c3CCN1C(=O)[C@@H](CC(=O)NCCCn1ccnc1)C[C@@H]2C(=O)N1CCCCC1 | . | -2 | 0.0 | -0.1 | 9 | 9 | -7 | 8 |
| Cc1ccc(CNS(=O)(=O)c2c(C)[nH]c(C)c2C(=O)N2CCCCC2)o1 | -17 | -4 | 0.0 | -0.1 | -5 | -6 | -9 | -7 |
| CC(=O)c1ccc(NC(=O)C(C)N(C)CC(=O)Nc2ccc(Cl)cc2)cc1 (stereo not given) | . | 3 | -2.0 | 0.0 | -3 | -4 | -28 | -2 |
| COCC1CCN(C(=O)c2cc(COc3cncc(Cl)c3)on2)C1 (stereo not given) | -11 | -3 | -1.7 | 0.0 | -1 | 8 | -11 | 4 |
| CCOC(=O)c1cc(=O)n2c(nc3ccccc32)[nH]1 | 9 | -1 | 0.3 | 0.0 | 55* | 3 | -7 | 0 |
| CN1CCNC(=O)C1CC(=O)NCC1(c2ccccc2)CCCCC1 (stereo not given) | -5 | 4 | -0.6 | 0.2 | . | . | -23 | . |
| CCOC(=O)N1CCC(N2C(=O)c3ccc(C(=O)Nc4ccc(F)cc4F)cc3C2=O)CC1 | 6 | -5 | -1.3 | 0.0 | -5 | 0 | -11 | -3 |
| COc1ccc(C(C)=O)cc1CSc1ccc(S(=O)(=O)N2CCOCC2)cn1 | -11 | 1 | -1.8 | -0.1 | -7 | -8 | -32 | 3 |
| CCOC(=O)c1ccccc1NC(=O)COC(=O)C(CC)Oc1ccccc1 (stereo not given) | 9 | -3 | -2.1 | -0.1 | -1 | -7 | -58 | . |
| CCC(=O)N1CCC1(C)C(=O)Nc1ccc(F)cc1 (stereo not given) | -12 | -11 | 0.6 | -0.1 | -1 | 8 | -8 | . |
| Cc1ccc2ccccc2c1C(O)c1ncc(-c2ccccc2)[nH]1 (stereo not given) | -7 | 1 | -3.1 | 0.2 | 4 | 17 | -10 | . |
| C[C@H](CO)N1C[C@H](C)[C@@H](CN(C)C(=O)Cc2ccncc2)Oc2cc(C#CC3CCCC3)ccc2S1(=O)=O | 1 | -1 | 2.2 | -0.5 | 5 | -6 | -50 | -5 |
| CC(C)CNC(=O)c1cccc(NC(=O)C(C)Oc2ccccc2)c1 (stereo not given) | 6 | 0 | -3.5 | 0.1 | . | . | -22 | . |
| COc1cccc(/C=C2\NC(=O)NC2=O)c1O | -1 | 4 | -4.0 | 0.1 | 7 | 7 | -7 | -1 |
| Cc1ccc(-n2c(-c3ccco3)nc3c(cnn3-c3ccccc3C)c2=O)cc1 | 8 | 5 | -2.2 | 0.0 | -2 | 2 | -1 | -9 |
| O=C(CN1C(=O)c2ccccc2C1=O)Nc1ccc(Cl)cn1 | -1 | -3 | -2.8 | 0.0 | . | . | -6 | 0 |
| CN1C(=O)c2cc(NS(=O)(=O)c3ccc(Cl)cc3)ccc2OC[C@@H]2O[C@H](CC(=O)O)CC[C@H]21 | -1 | -3 | -0.7 | 0.0 | -1 | -1 | -3 | 2 |
| COc1ccc2c3c(n(C)c2c1)[C@H](CO)N(C)CC31CCN(C(=O)c2cccnc2)CC1 | 17 | -2 | 1.3 | 0.0 | . | . | -11 | . |
| COc1ccc(CCNc2nc(-c3cccnc3)nc3ccccc23)cc1OC | 56 | -3 | -0.4 | 0.1 | 4 | 7 | -7 | -2 |
| O=C(NC(Cc1ccccc1)C(=O)O)/C(=C\c1ccco1)NC(=O)c1ccccc1 (stereo not given) | 13 | . | . | 0.0 | . | -3 | . | -14 |
| CC(C)(C)c1ccc(Oc2ccc(NC(=O)c3ccco3)cn2)cc1 | -33 | 0 | -3.5 | 0.5 | . | . | -6 | 15 |
| C[C@H]1CN([C@@H](C)CO)C(=O)c2ccccc2-c2ccccc2CO[C@@H]1CN(C)Cc1ccc(C(F)(F)F)cc1 | -6 | 0 | 1.6 | -0.9 | . | . | 19 | . |
| O=C(NC(=S)Nc1ccccc1N1CCOCC1)c1ccc(-c2ccccc2F)o1 | 3 | 0 | -0.5 | 0.0 | -7 | 10 | -10 | -5 |
| COc1ccc(C2=NN(C(=O)CSc3nnnn3C)C(c3ccco3)C2)cc1 (stereo not given) | 28 | -2 | 0.4 | 0.0 | 18 | 4 | -6 | 2 |
| Cc1ccc(CN(C)C(=O)COC(=O)CSc2cc(C)c3ccccc3n2)cc1 | -5 | -1 | 2.0 | 0.0 | -1 | -1 | -20 | 0 |
| CSCC[C@H](NC(=O)OC(C)(C)C)C(=O)N1CCC(C(=O)N[C@@H](C)C(=O)O)CC1 | 1 | -1 | -1.2 | . | 1 | -26 | -15 | -1 |

An excerpt of these results, with two lines to a compound.
Values run as follows: INS-1E GSIS act | ERAP1 inh | F508del corr | XiGFP reactiv | esBAF inh | RAD54 inh | RAD52 anneal inh | ARNT-TACC3 inh
- COc1ccc([Si](C)(C)[C@@H]2[C@@H](CCO)O[C@]3(C(=O)N(Cc4ccc(NC(C)=O)cc4)c4ccccc43)[C@H]2C)cc1
    . | 2 | -4.9 | . | . | 4 | -1 | -7
- O=C(CSc1nnc(-c2ccc(O)cc2)o1)Nc1ccc2c(c1)OCCO2
    10 | . | . | . | -10 | 5 | . | -6

The order is random. About 3.3% of those tested had a hit in this group.
